PDI turbidity: inhibitors of human protein disulfide isomerase. P07237. PDI insulin aggregation turbidity, A650, 90 min. inhibition, % at 10 µM. hit rate 0.052% among 350,000;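 active = mean inhibition across replicates of 30% or more, whatever share of single replicates reach that level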;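 note: absorbance from insulin aggregation driven by PDI reduction with DTT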
Target sequence (P07237 whole entry, looked up): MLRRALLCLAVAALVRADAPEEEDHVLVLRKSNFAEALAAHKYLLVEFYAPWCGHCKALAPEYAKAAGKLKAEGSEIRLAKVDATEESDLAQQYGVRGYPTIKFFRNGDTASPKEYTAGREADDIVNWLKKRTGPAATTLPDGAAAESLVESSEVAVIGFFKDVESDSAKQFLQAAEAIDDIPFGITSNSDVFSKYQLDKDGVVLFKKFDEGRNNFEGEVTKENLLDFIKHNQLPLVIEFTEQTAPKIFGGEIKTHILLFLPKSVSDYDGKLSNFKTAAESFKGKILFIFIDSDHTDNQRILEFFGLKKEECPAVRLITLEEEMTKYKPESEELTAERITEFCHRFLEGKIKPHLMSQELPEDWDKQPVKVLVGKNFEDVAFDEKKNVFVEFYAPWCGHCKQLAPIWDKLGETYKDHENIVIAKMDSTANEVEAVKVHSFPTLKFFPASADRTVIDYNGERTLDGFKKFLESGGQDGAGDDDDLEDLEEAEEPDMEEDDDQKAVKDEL
TRPM1 prom inh: MITF TRPM1 promoter inhibition in SK-MEL-5 cells; inhibition, % at 12.5 µM; hit rate 0.83% among 330,000; SK-MEL-5 TRPM1 promoter luciferase, 24 h;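 active = mean inhibition across replicates of 60% or more, whatever share of single replicates reaches that level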; note: values of inactives mirror those of a sister screen read the other way
NR2E3 ag-1: activates human photoreceptor nuclear receptor NR2E3 | hit rate 0.12% among 320,000 | GST-NR2E3/biotin-RetCOR TR-FRET, 1536-well | inhibition of corepressor binding, % at 4.78 µM | AID 2300 | Q9Y5X4;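 active = percent inhibition above the cutoff of mean plus 3 SD of all tested compounds, set per screening campaign, cut at about 20% in these data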;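 note: 0% = DMSO wells and 100% = biotin wells as full block of FRET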
Target sequence (Q9Y5X4 whole entry, looked up): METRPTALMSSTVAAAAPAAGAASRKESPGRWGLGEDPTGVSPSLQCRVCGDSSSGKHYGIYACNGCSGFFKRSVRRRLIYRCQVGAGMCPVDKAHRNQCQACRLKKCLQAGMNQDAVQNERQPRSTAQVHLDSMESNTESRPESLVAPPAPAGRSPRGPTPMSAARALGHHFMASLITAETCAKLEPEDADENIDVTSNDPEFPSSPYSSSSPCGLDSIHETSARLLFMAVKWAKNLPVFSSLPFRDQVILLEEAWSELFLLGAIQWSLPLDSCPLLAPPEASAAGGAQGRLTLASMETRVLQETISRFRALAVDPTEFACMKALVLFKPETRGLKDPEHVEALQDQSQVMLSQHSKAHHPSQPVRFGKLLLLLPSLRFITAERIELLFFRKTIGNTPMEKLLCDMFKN
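Material: NR2E3–RetCOR corepressor complex / Incubation: Compound–protein incubation for 5 h at 4 °C / Dosing: compound at 4.8 µM, single dose / Detection: time-resolved FRET / Benchmarks: high control biotin, low control 0.6% DMSO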
Shn3 3UTR inh: inhibitors of Schnurri-3 3'UTR reporter in osteoblasts | Clone20 osteoblast Shn3 3'UTR firefly luciferase, 24 h | inhibition, % at 12.5 µM | hit rate 0.52% among 360,000 | AID 588674;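 active = mean inhibition of at least 75% with every replicate also reaching 75%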;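 note: 0% = median of neutral control wells and 100% = pilot-screen positive control compound; some compounds past the cut are filed as inactive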
NR2E3 ag-2: human photoreceptor-specific nuclear receptor agonism; Q9Y5X4; CHO-S Gal4-NCOR/VP16-NR2E3 two-hybrid, luciferase; inhibition of corepressor binding, % at 3.98 µM; hit rate 0.35% among 360,000; AID 602229;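 active = inhibition above the mean of all tested compounds plus 3 SD, cut at about 70% in these data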;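 note: 0% = DMSO with NR2E3 transfected cells and 100% = cells lacking NR2E3 construct; higher means lower luciferase signal from less NR2E3 corepressor binding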
KKLEB tox: CF airway cell cytotoxicity counter-screen; KKLEB CF airway cells viability, ATPlite luminescence, overnight; hits give low values; cells stimulated with P. aeruginosa culture filtrate; activity change (cytotoxicity), % at 5 µM; hit rate 0.36% among 360,000;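 active = corrected activity change at or below -50% at 5 µM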
CF NFkB block: blocks PAF-induced NF-kB reporter in cystic fibrosis cells; KKLEB NF-kB-GFP reporter, GFP fluorescence overnight; inhibition, % at 5 µM; hit rate 0.86% among 360,000;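 active = at least 50% inhibition at 5 µM, scaled per plate between neutral and stimulator controls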;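 note: PAF is a Pseudomonas aeruginosa culture filtrate used as stimulus; plate controls were PAF-stimulated DMSO wells for no effect and unstimulated DMSO wells for full effect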
Vif inh: blocks HIV Vif function; HEK293T cells, Vif self-association by quenched fluorescence, imaging, 24 h; inhibition, % at 7.49 µM; hit rate 0.35% among 340,000; in the data active = inhibition above about 50%, passing the limit was not always enough; note: some results filed as inactive read as strong as hits
HIF-2a block: HIF-2a inhibition | hit rate 0.72% among 360,000 | 786-0 RCC cells HIF-2a reporter, luciferase luminescence, overnight | inhibition, % at 18.8 µM;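 active = inhibition of the luminescence signal of 40% or more relative to plate controls, in a single-dose primary screen at 18.75 µM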
CaV13 FRET inh: Primary screen for inhibitors of IQ motif and Ca2+-dependent inactivation inhibitor domain binding in CACNA1D, Förster resonance energy transfer in living cells, …. HEK cells, CFP/YFP FRET ICDI-IQ, plate reader, 10 min; percent FRET-ratio fall versus neutral wells. inhibition, % at 12.3 µM. hit rate 0.098% among 340,000;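 active = mean replicate inhibition of at least 30% and at least 1% of replicates passing that level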;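 note: 0% = median of the neutral control wells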
Peg3 promoter: Peg3 promoter activity inhibition. HeLa PEG-Prom luciferase reporter, luminescence, overnight. inhibition, % at 20 µM. hit rate 1.7% among 360,000;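 active = inhibition of at least 50% at 20 µM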
* marks the source's active call; other numbers are inactive results; x = no result given.

| no. | structure | Peg3 promoter | NR2E3 ag-2 | Shn3 3UTR inh | CaV13 FRET inh | CF NFkB block | PDI turbidity | KKLEB tox | TRPM1 prom inh | NR2E3 ag-1 | HIF-2a block | Vif inh |
| --- | --- | --- | --- | --- | --- | --- | --- | --- | --- | --- | --- | --- |
| 1 | CCN(CC)S(=O)(=O)c1ccc(N2CCOCC2)c(NC(=O)C2COc3ccccc3O2)c1 (configuration not stated) | 33 | 1 | -2 | -5 | 6 | 2 | 1 | 6 | 2 | 23 | -6 |
| 2 | N#CC(CO)(Cc1ccc(OC(F)F)cc1)c1nc2ccccc2[nH]1 (configuration not stated) | -52 | -8 | -10 | -3 | 2 | -1 | 1 | -10 | 3 | -21 | -4 |
| 3 | O=C(Nc1ccccc1)c1ccc2c(c1)CCN2S(=O)(=O)c1ccccc1 | -18 | -16 | 23 | -8 | -18 | -7 | 16 | -19 | -3 | -42 | 0 |
| 4 | COc1ccc(NS(=O)(=O)c2cc3c(cc2C)N(C(C)=O)CCO3)c(OC)c1 | 17 | -20 | 3 | -6 | -11 | x | -3 | x | 0 | 1 | x |
| 5 | CCOC(=O)c1c(C)c(C(=O)OCC)n(C)c1C | -25 | -16 | -24 | -5 | 16 | 1 | -4 | -28 | 0 | -16 | -5 |
| 6 | CCC(Sc1nc2ccsc2c(=O)n1Cc1ccc(C(=O)O)cc1)C(=O)Nc1cccc(OC)c1 (configuration not stated) | 12 | -26 | -7 | -5 | 9 | -3 | -15 | x | x | 11 | -16 |
| 7 | CSc1ccc(/C=N/Nc2cccc(C(=O)O)c2)cc1 | 68* | -210 | 75 | x | 1 | 1 | 7 | 79* | x | 71* | 1 |
| 8 | CSc1nc2nccc(/C=C\c3ccccc3)n2n1 | -8 | 2 | -22 | -6 | -1 | 0 | -5 | 22 | -4 | 31 | -2 |
| 9 | CN(C)/C=C/c1onc(-c2c(F)cccc2Cl)c1C#N | -76 | 17 | -5 | 2 | 2 | -5 | -5 | -47 | 3 | -112 | -7 |
| 10 | COC(=O)[C@]1(C)N[C@H](CN(C)C(=O)Nc2ccc(Cl)cc2)[C@@H]2C(=O)N(C)C(=O)[C@@H]21 | -12 | -26 | 0 | -3 | -1 | -16 | 13 | -3 | x | 6 | x |
| 11 | COc1ccc(OC)c(NC(=O)C2CCCN2S(=O)(=O)c2cccc3nsnc23)c1 (configuration not stated) | 10 | -6 | 9 | -2 | 5 | 2 | -14 | 16 | 1 | 17 | -6 |
| 12 | Cc1nc(Cl)c(C#N)cc1-c1ccccc1 | -1 | -29 | 3 | -4 | 29 | -5 | 1 | -2 | 1 | -1 | 10 |
| 13 | O=c1ccnc2n1COCS2 | 5 | 6 | -42 | -5 | 0 | -3 | 3 | -7 | -2 | 15 | -5 |
| 14 | Cc1ccc(CNc2cccnc2)cc1 | -49 | -104 | -49 | -20 | 1 | 10 | -4 | -42 | -1 | -141 | -11 |
| 15 | Cc1cccc(NC(=S)N2CCC(c3nc4ccccc4s3)CC2)c1 | -1 | 8 | 29 | x | 6 | 1 | 4 | 10 | 1 | -18 | 1 |
| 16 | CCc1ccc(/C=C2/SC(=S)N(CCC(=O)Nc3cccc(C(=O)O)c3)C2=O)cc1 | -152 | 15 | -10 | x | -14 | -1 | 3 | -13 | 3 | -2 | 16 |
| 17 | O=C(NCCSc1ccccc1)c1cncc(Br)c1 | -251 | -109 | -46 | x | 7 | 8 | -14 | -33 | 2 | -177 | 0 |
| 18 | COc1ccc(/C=N/Nc2cc(N(C)C)nc(N(C)C)n2)cc1 | -2 | -5 | 38 | -1 | 6 | -1 | -8 | -12 | 0 | -34 | -1 |
| 19 | O=C(NCc1ccccc1)c1onc(CS(=O)(=O)c2ccccn2)c1C(=O)NCc1ccccc1 | 26 | -3 | -13 | -9 | 18 | -2 | -20 | 2 | 3 | 31 | -6 |
| 20 | Cc1ccc(C(=O)Cn2c(=N)n(CCN3CCOCC3)c3ccccc32)cc1 | -23 | -11 | -8 | -9 | -4 | 2 | 3 | 7 | -3 | -62 | -3 |
| 21 | COc1cc(C(C)=O)ccc1OC(=O)c1cc2cccc(OC)c2oc1=O | -4 | -13 | -5 | 9 | 2 | 3 | -4 | 12 | 2 | 8 | -7 |
| 22 | COc1cc(C(=O)Nc2cccc3cccnc23)cc(OC)c1OC | 14 | -13 | 8 | x | -4 | 17 | 1 | 15 | 1 | 0 | -8 |
| 23 | CCOc1ccc(C(C)(C)C)cc1S(=O)(=O)N1CCOCC1 | 14 | -15 | -6 | -7 | 3 | 1 | -1 | 17 | 0 | 12 | 12 |
| 24 | COc1ccccc1NC1=C(Cl)C(=O)N(c2ccccc2)C1=O | -5 | -8 | -12 | -6 | -1 | 17 | 4 | -8 | 0 | 4 | 4 |
| 25 | CCC(C)/C(C)=N/NC(=O)C1COc2ccccc2O1 (configuration not stated) | -7 | -60 | 1 | -3 | 6 | -12 | 6 | 2 | 1 | 9 | 4 |
| 26 | CCCC(=O)Nc1nn(C)c2nc3c(C)cccc3cc12 | 21 | -38 | 0 | x | 3 | 0 | -2 | 8 | -1 | 8 | -4 |
| 27 | COc1cccc(-c2nc(=S)c3c(o2)CCCC3)c1 | -351 | -74 | -86 | -7 | -8 | -9 | -3 | x | 4 | -311 | -4 |
| 28 | FC(F)(F)c1cc(-c2ccccc2)nc(N2CCCCC2)n1 | -3 | 2 | 13 | -1 | 6 | 7 | -9 | 0 | 2 | 11 | 13 |
| 29 | O=C(CN(C(=O)CNC(=O)c1cccs1)c1ccccc1)NC1CCCCC1 | -10 | -20 | -3 | -2 | 12 | 14 | -12 | 3 | 4 | 9 | 34 |
| 30 | Cc1cccc(CNc2ncnc3ccc(-c4ccc5c(c4)OCO5)cc23)c1 | 23 | -16 | -4 | -5 | 28 | 0 | 7 | 17 | x | 24 | -5 |
| 31 | Cc1ccccc1NC(=O)C(C)SCc1ccccc1 (configuration not stated) | -17 | -5 | -11 | -4 | 8 | -1 | -1 | 0 | 3 | -26 | -9 |
| 32 | O=C(NC1CCCCC1)C1CC=CCC1C(=O)OCC(Cl)=C(Cl)Cl (configuration not stated) | 6 | -26 | -1 | -5 | 7 | 3 | 8 | -3 | -1 | 12 | -2 |
| 33 | N#Cc1c(Nc2ccc(Cl)cc2)s[nH]c1=O | 3 | -19 | -23 | -20 | -46 | -2 | -1 | 17 | -1 | -1 | -21 |
| 34 | CCOn1c(=O)c(=O)n(O)c2ccccc21 | 8 | -25 | 9 | -4 | -2 | -1 | -2 | 6 | 1 | 17 | -2 |
| 35 | CCc1nc2ccc(C(=O)N(C)Cc3ccco3)cn2c1N(C)CCCc1ccccc1 | 23 | 28 | 11 | -5 | -21 | 16 | 8 | x | x | 14 | -12 |
| 36 | CC(=O)Nc1ccccc1NC(=O)C/C(C)=N/NC(=O)Cc1cccc2ccccc12 | -10 | -1 | -11 | -3 | -4 | 0 | 2 | 8 | 1 | 1 | 1 |
| 37 | CC(=O)c1cccc(NC(=O)NC2CCCc3ccccc32)c1 (configuration not stated) | 6 | 23 | 11 | -7 | -12 | 12 | 8 | 3 | 5 | 17 | -2 |
| 38 | O=C1COc2ccc(C(=O)COC(=O)CCc3ccc(S(=O)(=O)N4CCOCC4)cc3)cc2N1 | 8 | -15 | 4 | x | -2 | 2 | 1 | 10 | -4 | 18 | 1 |
| 39 | CCCOc1ccc(-c2nc(OCC)c3ccccc3n2)cc1 | -199 | -37 | -92 | -5 | -2 | -6 | -43 | -61 | -1 | -33 | 5 |
| 40 | COCCn1c(-c2ccccc2)cnc1N | 8 | 10 | 11 | -5 | -4 | 21 | 3 | -1 | -1 | 10 | -4 |
| 41 | CC(=O)OCC1OC(OCc2cn(C[C@H]3CC[C@H](Cn4cc(COC5OC(COC(C)=O)C(OC(C)=O)C(OC(C)=O)C5OC(C)=O)nn4)O3)nn2)C(OC(C)=O)C(OC(C)=O)C1OC(C)=O (some centres not stated) | 7 | 18 | -3 | -10 | 6 | 4 | 5 | -5 | 5 | 7 | -2 |
| 42 | CCCCN1C(=O)C(=O)N(CC(=O)c2cc(C)n(-c3cc(C)on3)c2C)C1=O | -11 | -34 | -5 | -6 | -21 | 8 | -5 | -5 | 3 | 1 | 0 |
| 43 | Cc1cc(C)c(C(=O)N2CCC(N3CCC(C(=O)NC(C)C)CC3)CC2)o1 | 0 | 20 | 2 | -6 | -15 | -4 | -4 | -4 | 0 | 1 | -1 |
| 44 | CC1=[N+]([O-])C(C)(C)N(O)C1(C)C | 13 | -13 | 1 | 4 | 19 | 3 | -6 | -6 | -1 | 22 | 17 |
| 45 | CCOc1ccc(CNC(=O)c2ccc(Sc3ccc(C)cc3)c(NC(C)=O)c2)cc1 | 17 | 10 | 8 | -16 | 3 | 6 | -16 | 4 | -1 | 22 | -2 |
| 46 | O=C(O)c1cc2nccc(-c3ccco3)n2n1 | -1 | -9 | x | -2 | -9 | 5 | -3 | 5 | -5 | 10 | -6 |
| 47 | Cn1c2ccccc2c(=O)c2cc(C#CC3=CCCCC3)ccc21 | -80 | 2 | -51 | 8 | -36 | 5 | -2 | 13 | 2 | -83 | -3 |
| 48 | O=C(Nc1cccc(Cl)c1)C1C2CCC3C(CCC21)C3(Cl)Cl (configuration not stated) | -1 | -29 | 22 | -19 | 43 | 7 | -50 | -19 | -1 | -76 | 1 |
| 49 | Clc1cccc(CNc2ccn3nc(-c4ccc(OCc5ccccc5)cc4)cc3n2)c1 | -95 | 46 | 27 | -10 | -16 | 10 | 3 | x | x | -208 | 1 |
| 50 | Cc1ncn(C23CC4CC(CC(C4)C2)C3)n1 | 2 | -13 | 4 | -3 | -23 | 2 | 13 | -10 | 1 | 6 | -6 |
| 51 | Cc1noc(C)c1NC(=O)Nc1ccc2c(c1)CC(=O)N([C@@H](C)CO)C[C@@H](C)[C@@H](CN(C)C(=O)Nc1cccc3ccccc13)O2 | -3 | -12 | 5 | -10 | -15 | -4 | 11 | 4 | x | 15 | 6 |
| 52 | CN1C(=O)C(O)(CC(=O)/C=C/c2ccco2)c2ccccc21 (configuration not stated) | -4 | 8 | -4 | -5 | -5 | -7 | 2 | 0 | 2 | 5 | -3 |

An excerpt from above, reduced to CaV13 FRET inh:
no. | Structure | CaV13 FRET inh
49 | Clc1cccc(CNc2ccn3nc(-c4ccc(OCc5ccccc5)cc4)cc3n2)c1 | -10
50 | Cc1ncn(C23CC4CC(CC(C4)C2)C3)n1 | -3
51 | Cc1noc(C)c1NC(=O)Nc1ccc2c(c1)CC(=O)N([C@@H](C)CO)C[C@@H](C)[C@@H](CN(C)C(=O)Nc1cccc3ccccc13)O2 | -10

Full records, quoted from the list. Order of values: Peg3 promoter | NR2E3 ag-2 | Shn3 3UTR inh | CaV13 FRET inh | CF NFkB block | PDI turbidity | KKLEB tox | TRPM1 prom inh | NR2E3 ag-1 | HIF-2a block | Vif inh
CN1C(=O)C(O)(CC(=O)/C=C/c2ccco2)c2ccccc21 (configuration not stated) reads -4 | 8 | -4 | -5 | -5 | -7 | 2 | 0 | 2 | 5 | -3
Clc1cccc(CNc2ccn3nc(-c4ccc(OCc5ccccc5)cc4)cc3n2)c1 reads -95 | 46 | 27 | -10 | -16 | 10 | 3 | x | x | -208 | 1
Cc1ncn(C23CC4CC(CC(C4)C2)C3)n1 reads 2 | -13 | 4 | -3 | -23 | 2 | 13 | -10 | 1 | 6 | -6

Source: PubChem (several laboratories)
